Source: PubChem
NPR1 activator – GC-A (human) enzyme activation. activation, % at 10 µM. hit rate 0.14% among 370,000. P16066. HEK293 GC-A cells, cGMP TR-FRET, EC30 ANP; 0% at EC30 ANP, 100% saturating ANP. AID 1671463; in the data active = activation above about 40%
NPR2 activator – GC-B (human) receptor activation; activation, % at 10 µM; hit rate 0.11% among 370,000; HEK293-GC-B cells, CNP EC30, cGMP TR-FRET; 0% at EC30 CNP, 100% saturating CNP; P20594;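 active = activation at 10 µM reaching about 35% in either raw or pattern-adjusted values, limit read from the data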
Target sequence (P20594 whole entry, looked up): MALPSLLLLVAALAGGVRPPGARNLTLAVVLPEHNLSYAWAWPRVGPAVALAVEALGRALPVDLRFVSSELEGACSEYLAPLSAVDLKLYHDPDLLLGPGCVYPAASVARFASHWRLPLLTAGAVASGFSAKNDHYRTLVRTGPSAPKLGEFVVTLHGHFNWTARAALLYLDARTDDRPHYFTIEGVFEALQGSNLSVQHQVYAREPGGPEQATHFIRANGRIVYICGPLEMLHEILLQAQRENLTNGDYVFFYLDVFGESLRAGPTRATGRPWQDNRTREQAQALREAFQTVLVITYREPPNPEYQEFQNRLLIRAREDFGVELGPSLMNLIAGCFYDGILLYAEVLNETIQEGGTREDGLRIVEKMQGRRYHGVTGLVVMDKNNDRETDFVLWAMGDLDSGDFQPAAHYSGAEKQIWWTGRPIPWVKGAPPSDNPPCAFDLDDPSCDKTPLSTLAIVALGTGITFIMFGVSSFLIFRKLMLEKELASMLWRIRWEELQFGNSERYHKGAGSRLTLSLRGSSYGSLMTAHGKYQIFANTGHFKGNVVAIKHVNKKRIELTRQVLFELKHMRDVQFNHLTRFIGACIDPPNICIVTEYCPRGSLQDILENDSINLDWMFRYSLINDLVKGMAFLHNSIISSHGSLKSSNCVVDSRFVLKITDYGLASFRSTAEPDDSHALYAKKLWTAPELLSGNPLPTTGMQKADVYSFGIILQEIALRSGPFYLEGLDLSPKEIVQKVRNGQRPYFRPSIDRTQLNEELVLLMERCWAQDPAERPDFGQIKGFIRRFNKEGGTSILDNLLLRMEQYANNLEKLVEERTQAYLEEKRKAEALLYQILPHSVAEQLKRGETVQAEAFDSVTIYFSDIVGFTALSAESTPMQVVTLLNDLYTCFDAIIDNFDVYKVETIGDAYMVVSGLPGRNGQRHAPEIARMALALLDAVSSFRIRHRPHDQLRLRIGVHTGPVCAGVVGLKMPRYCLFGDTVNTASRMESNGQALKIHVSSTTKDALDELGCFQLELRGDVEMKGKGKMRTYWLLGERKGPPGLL
TCR CD3 inh – inhibitors of human TCR-CD3 interaction; hit rate 0.37% among 360,000; inhibition, % at 9.4 µM; TAMRA-labeled TCR probe fluorescence, biochemical; in the data active = inhibition above about 19%;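 also: recombinant mutant TCR 2C K166C tagged with TAMRA read by polarization; 0% = receptor in buffer alone and 100% = receptor with positive control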
mABHD4 FP – inhibits mouse alpha/beta hydrolase domain 4 | Q8VD66 | purified mABHD4, FP-Rh probe fluorescence polarization | inhibition, % at 8.92 µM | hit rate 0.54% among 370,000 | AID 720543;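 active = inhibition exceeding the mean over every tested compound plus 3 SD, cut at about 30% in these data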;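 also: 0% = plate median of compound wells and 100% = S159A mutant with DMSO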
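Assay system: mABHD4 protein; medium: HEPES pH 7.0, NaCl, Pluronic buffer; dosing: 8.92 µM, single dose; schedule: 45 min + 60 min at 25 °C; signal: FP readout, ex 525 nm / em 598 nm; read-out: normalized percent inhibition of probe labeling; repeats: single replicate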
SIAE inh – inhibitors of human sialic acid acetylesterase SIAE. Q9HAT2. SIAE FP-Rh probe binding, fluorescence polarization. inhibition, % at 9.66 µM. hit rate 0.69% among 370,000. AID 1053197;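 active = inhibition above a cutoff: mean of compounds within the control limits plus 3 SD of those, cut at about 17% in these data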;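 also: 0% = plate median of compound wells and 100% = probe without SIAE protein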
UHRF1 binding – blocks human UHRF1 binding to methylated DNA; Q96T88; UHRF1 binding to methylated oligo, TR-FRET; inhibition, % at 4.4 µM; hit rate 0.75% among 370,000; in the data active = inhibition above about 21%;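 also: UHRF1 SRA domain binding a hemimethylated CpG hairpin DNA probe; 0% = median of test compound wells and 100% = reference inhibitor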
rCAG RNA binder – binds r(CAG) RNA repeats; r(CAG) RNA repeat, TO-PRO-1 dye displacement fluorescence; inhibition, % at 3 µM; hit rate 1.3% among 370,000; AID 651821;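 active = inhibition above the plate cutoff, the mean of all test compounds on that plate plus 3 SD, cut at about 35% in these data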;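 also: 0% = DMSO alone and 100% = 100 µM mitoxantrone as full dye displacement; higher means more dye released from RNA so lower well fluorescence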
HTRA1 inh – blocks human HTRA1 serine peptidase. hit rate 0.5% among 340,000. AID 504803. recombinant HTRA1, FP-rhodamine activity-based probe, fluorescence polarization. inhibition, % at 5.96 µM. Q92743; in the data active = inhibition above about 36%;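 also: 0% = enzyme with DMSO and 100% = wells lacking enzyme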
PRMT1 FP inh – blocks human protein arginine methyltransferase 1 | hit rate 1.3% among 370,000 | inhibition, % at 2.79 µM | recombinant PRMT1, activity-based probe fluorescence polarization;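 active = inhibition above about 21% made by adding two undisclosed values, limit read from the data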
MBD2 inh – MBD2-methylated oligo binding inhibition; Q9UBB5; TR-FRET, MBD2 binding to methylated oligonucleotide; inhibition, % at 4.4 µM; hit rate 0.31% among 370,000; AID 686964; in the data active = inhibition above about 13%
The depositor's hits bear a star. Only part of the results is shown; count on the stated rates, not on these rows.

Screening CCC1(C)Cc2ccccc2-c2nc(NCCCO)n(C)c(=O)c21 (centres undefined) returned NPR1 activator 3, NPR2 activator 2, TCR CD3 inh -2, mABHD4 FP -6, SIAE inh -4, UHRF1 binding 0, rCAG RNA binder -10, HTRA1 inh -4, PRMT1 FP inh 8 and MBD2 inh -4.
Screening COc1ccc(NS(=O)(=O)c2ccc(N3CCCC3)c(NC(=S)Nc3ccc(SC(F)F)cc3)c2)cc1 returned NPR1 activator 10, NPR2 activator 7, TCR CD3 inh -4, mABHD4 FP 1, SIAE inh -7, UHRF1 binding 6, rCAG RNA binder 16, HTRA1 inh -8, PRMT1 FP inh 29* and MBD2 inh 3.
For CCOc1ccc(C(=O)NCC(=O)OCc2ccc(F)cc2Cl)cc1 the results were NPR1 activator 1, NPR2 activator -4, TCR CD3 inh -7, mABHD4 FP -2, SIAE inh -3, UHRF1 binding -1, rCAG RNA binder -7, HTRA1 inh -3, PRMT1 FP inh 2 and MBD2 inh 1.
O=C(Cc1n[nH]c(=O)c2ccccc12)OCC(=O)c1ccc(F)c(F)c1 was read as NPR1 activator 1, NPR2 activator -2, TCR CD3 inh 4, mABHD4 FP 0, SIAE inh -2, UHRF1 binding 3, rCAG RNA binder 1, HTRA1 inh -2, PRMT1 FP inh 4 and MBD2 inh 0.
For O=P(c1ccccc1)(c1ccccc1)c1ccccc1C(Br)Br the results were NPR1 activator -11, NPR2 activator -7, TCR CD3 inh -8, mABHD4 FP 2, SIAE inh 1, UHRF1 binding 0, rCAG RNA binder 0, HTRA1 inh -13, PRMT1 FP inh 1 and MBD2 inh 0.
For CCOCCOC(NC(=O)c1ccccc1)(C(F)(F)F)C(F)(F)F the results were NPR1 activator 1, NPR2 activator 2, TCR CD3 inh -3, mABHD4 FP 3, SIAE inh 1, UHRF1 binding 1, rCAG RNA binder -1, HTRA1 inh 0, PRMT1 FP inh 1 and MBD2 inh -1.
Screening CC1(C)C2CCC1(CS(=O)(=O)Nc1ccc(S(=O)(=O)N3CCCC3)cc1)C(=O)C2 (centres undefined) returned NPR1 activator -4, NPR2 activator -3, TCR CD3 inh 2, mABHD4 FP 1, SIAE inh 2, UHRF1 binding 3, rCAG RNA binder 9, HTRA1 inh -5, PRMT1 FP inh -1 and MBD2 inh 1.
`CC(C)(C)Cc1nnc(NC(=O)Cc2cccs2)s1` gave NPR1 activator -6, NPR2 activator -2, TCR CD3 inh -6, mABHD4 FP -2, SIAE inh -12, UHRF1 binding 3, rCAG RNA binder 20, PRMT1 FP inh 11 and MBD2 inh -3.
COc1c(S(=O)(=O)N2CCN(c3ccc(F)cc3)CC2)ccc(Cl)c1Cl was read as NPR1 activator -14, NPR2 activator -7, TCR CD3 inh 6, mABHD4 FP -16, SIAE inh -7, UHRF1 binding -1, rCAG RNA binder 3, HTRA1 inh -22, PRMT1 FP inh -2 and MBD2 inh 3.
Screening Cc1cc(NC(=O)COC(=O)CCNS(=O)(=O)c2cccc(C(F)(F)F)c2)no1 returned NPR1 activator 0, NPR2 activator 3, TCR CD3 inh 1, mABHD4 FP 4, SIAE inh -4, UHRF1 binding 3, rCAG RNA binder -6, HTRA1 inh 1, PRMT1 FP inh -2 and MBD2 inh 0.
`Clc1ccsc1-c1ccnc(-n2cccc2)n1` gave NPR1 activator -5, NPR2 activator 1, TCR CD3 inh -2, mABHD4 FP -3, SIAE inh -3, UHRF1 binding 8, rCAG RNA binder 1, HTRA1 inh 0, PRMT1 FP inh -8 and MBD2 inh -5.
C/C(=N\NC(=O)Cc1cc(=O)[nH][nH]1)c1ccc([N+](=O)[O-])cc1 was read as NPR1 activator 3, NPR2 activator -18, mABHD4 FP 5, SIAE inh 11, UHRF1 binding -11, rCAG RNA binder 0, PRMT1 FP inh 2 and MBD2 inh -4.
For CCNC(=O)CSc1nnc(-c2ccccc2Br)n1-c1cccc(C(F)(F)F)c1 the results were NPR1 activator -11, NPR2 activator -7, TCR CD3 inh -4, mABHD4 FP -2, SIAE inh 3, UHRF1 binding 1, rCAG RNA binder -5, HTRA1 inh -9, PRMT1 FP inh 7 and MBD2 inh 3.
Screening O=C(CSc1nnc(CNC(=O)c2ccco2)o1)c1ccccc1 returned NPR1 activator 6, NPR2 activator -6, TCR CD3 inh -4, mABHD4 FP 6, SIAE inh 4, UHRF1 binding -1, rCAG RNA binder -2, HTRA1 inh 2, PRMT1 FP inh 3 and MBD2 inh 4.
N#Cc1c(NC(=O)c2ccc(Cn3cc(Br)cn3)o2)sc2c1CCCCCC2 was read as NPR1 activator 1, NPR2 activator 2, TCR CD3 inh -1, mABHD4 FP -14, SIAE inh -20, UHRF1 binding -2, rCAG RNA binder 18, HTRA1 inh -49, PRMT1 FP inh 7 and MBD2 inh -5.
For COC(=O)c1cccc(Cn2ccc3ccc(-c4ccc5ccn(C(=O)c6cccc(OC)c6)c5c4)cc32)c1 the results were NPR1 activator 2, NPR2 activator 0, mABHD4 FP -21, SIAE inh -9, UHRF1 binding 1, rCAG RNA binder 15, PRMT1 FP inh 4 and MBD2 inh -2.
For CC(=O)Oc1ccc(/C=N/NC(=O)CCSc2ccccc2)cc1 the results were NPR1 activator 2, NPR2 activator 3, TCR CD3 inh -2, mABHD4 FP 2, SIAE inh 0, UHRF1 binding -1, rCAG RNA binder -6, HTRA1 inh 7, PRMT1 FP inh -7 and MBD2 inh -4.
`CN(Cc1ccccc1)C(=O)c1ccc2c(c1)S(=O)(=O)N=C1CCCCCN12` gave NPR1 activator 1, NPR2 activator -3, TCR CD3 inh 4, mABHD4 FP -7, SIAE inh -3, UHRF1 binding 3, rCAG RNA binder 0, HTRA1 inh -2, PRMT1 FP inh 1 and MBD2 inh 2.
Screening CN(C)C(=O)CN1CCN(Cc2nc(CC3CC3)no2)CC1 returned NPR1 activator 0, NPR2 activator -8, TCR CD3 inh 3, mABHD4 FP 0, SIAE inh 9, UHRF1 binding -1, rCAG RNA binder 2, HTRA1 inh 6, PRMT1 FP inh -1 and MBD2 inh 1.
For CCCc1cc(C(=O)NC2CCCC2)no1 the results were NPR1 activator 1, NPR2 activator 0, TCR CD3 inh -1, mABHD4 FP 4, SIAE inh 0, UHRF1 binding 1, rCAG RNA binder -1, HTRA1 inh -1, PRMT1 FP inh 2 and MBD2 inh 1.
For OCCOCCOc1ccccc1OCCOCCO the results were NPR1 activator 1, NPR2 activator 0, TCR CD3 inh 0, mABHD4 FP -3, SIAE inh -16, UHRF1 binding 6, rCAG RNA binder -1, HTRA1 inh 5, PRMT1 FP inh -4 and MBD2 inh -1.
For COC(=O)c1c(NC(=O)c2c(-c3ccccc3Cl)noc2C)sc2c1CCC2 the results were NPR1 activator 1, NPR2 activator 2, TCR CD3 inh -3, mABHD4 FP 8, SIAE inh -11, UHRF1 binding 1, rCAG RNA binder 14, HTRA1 inh -12, PRMT1 FP inh -1 and MBD2 inh 3.
COc1ccc(OC)c(N/C(C)=C/C(=O)c2ccc(Br)cc2)c1 was read as NPR1 activator -4, NPR2 activator -7, TCR CD3 inh 0, mABHD4 FP 6, SIAE inh 6, UHRF1 binding -4, rCAG RNA binder -2, HTRA1 inh 2, PRMT1 FP inh 10 and MBD2 inh 1.
`COC(=O)c1ccc(Sc2ccccc2NS(=O)(=O)c2ccc(OC)cc2)nc1` gave NPR1 activator 0, NPR2 activator 7, TCR CD3 inh 9, mABHD4 FP -2, SIAE inh 1, UHRF1 binding -1, rCAG RNA binder 2, HTRA1 inh 3, PRMT1 FP inh -2 and MBD2 inh -2.
Screening CCCCNC(=O)Cn1cnc2sc(C)c(S(=O)(=O)N3CCN(c4ncccn4)CC3)c2c1=O returned NPR1 activator -2, NPR2 activator -2, TCR CD3 inh -2, mABHD4 FP 12, SIAE inh 3, UHRF1 binding 4, rCAG RNA binder 3, HTRA1 inh -5, PRMT1 FP inh 2 and MBD2 inh -4.
For O=C(COc1cc(Cl)ccc1Cl)Nc1nnc(C2CC2)s1 the results were NPR1 activator -2, NPR2 activator 6, TCR CD3 inh -3, mABHD4 FP -1, SIAE inh -9, UHRF1 binding 1, rCAG RNA binder 2, HTRA1 inh 1, PRMT1 FP inh -2 and MBD2 inh 0.
`CN(CC(=O)Nc1ccc(Cl)c(C(F)(F)F)c1)C(=O)C1CC(=O)N(Cc2ccco2)C1` (centres undefined) gave NPR1 activator -2, NPR2 activator 0, TCR CD3 inh 0, mABHD4 FP -5, SIAE inh -5, UHRF1 binding -2, rCAG RNA binder 0, HTRA1 inh -1, PRMT1 FP inh 0 and MBD2 inh -1.
`CC(C)C[C@H](NC(=O)[C@H](Cc1ccccc1)n1c(=O)[nH]c2ccccc2c1=O)C(=O)N1CCC(C(=O)O)CC1` gave NPR1 activator -3, NPR2 activator -2, TCR CD3 inh 12, mABHD4 FP -1, SIAE inh 0, UHRF1 binding -2, rCAG RNA binder 4, HTRA1 inh -4, PRMT1 FP inh 0 and MBD2 inh -2.
CCCCOCCCNC(=O)C[C@H]1C[C@@]2(C(=O)OC)C(=C[C@H](COCc3ccccc3)O[C@@H]2C)N(CCc2ccc(OC)c(OC)c2)C1=O was read as NPR1 activator 2, NPR2 activator 10, mABHD4 FP 3, SIAE inh 3, UHRF1 binding -2, rCAG RNA binder 0, PRMT1 FP inh -1 and MBD2 inh -3.
Screening Cn1cc(-c2nnnn2-c2ccc(Cl)cc2)c(C(F)(F)F)n1 returned NPR1 activator -3, NPR2 activator -1, TCR CD3 inh 8, mABHD4 FP 6, SIAE inh -4, UHRF1 binding -2, rCAG RNA binder -5, HTRA1 inh 1, PRMT1 FP inh -5 and MBD2 inh 1.
For COc1ccc(NC(=O)c2ccc(C#CC(C)(C)O)cc2)cc1 the results were NPR1 activator -1, NPR2 activator 9, TCR CD3 inh -2, mABHD4 FP 7, SIAE inh 2, UHRF1 binding 0, rCAG RNA binder -4, HTRA1 inh 3, PRMT1 FP inh 26* and MBD2 inh -1.
C=CCn1c(SCC(=O)Nc2nc(C)cs2)nnc1C(NC(=O)c1ccccc1)C(C)C (centres undefined) was read as NPR1 activator 4, NPR2 activator 7, TCR CD3 inh 1, mABHD4 FP 5, SIAE inh 3, UHRF1 binding -1, rCAG RNA binder 0, HTRA1 inh 5, PRMT1 FP inh -5 and MBD2 inh 4.
Cc1cc(NCc2ccccc2)nc(N2CCOCC2)n1 was read as NPR1 activator 2, NPR2 activator 0, TCR CD3 inh -5, mABHD4 FP 8, SIAE inh 1, UHRF1 binding -1, rCAG RNA binder -7, HTRA1 inh 4, PRMT1 FP inh -3 and MBD2 inh 0.

Entries shown so far that have a furan ring, fused or not, in the order listed:
Screening O=C(CSc1nnc(CNC(=O)c2ccco2)o1)c1ccccc1 returned NPR1 activator 6, NPR2 activator -6, TCR CD3 inh -4, mABHD4 FP 6, SIAE inh 4, UHRF1 binding -1, rCAG RNA binder -2, HTRA1 inh 2, PRMT1 FP inh 3 and MBD2 inh 4.
N#Cc1c(NC(=O)c2ccc(Cn3cc(Br)cn3)o2)sc2c1CCCCCC2 was read as NPR1 activator 1, NPR2 activator 2, TCR CD3 inh -1, mABHD4 FP -14, SIAE inh -20, UHRF1 binding -2, rCAG RNA binder 18, HTRA1 inh -49, PRMT1 FP inh 7 and MBD2 inh -5.
`CN(CC(=O)Nc1ccc(Cl)c(C(F)(F)F)c1)C(=O)C1CC(=O)N(Cc2ccco2)C1` (centres undefined) gave NPR1 activator -2, NPR2 activator 0, TCR CD3 inh 0, mABHD4 FP -5, SIAE inh -5, UHRF1 binding -2, rCAG RNA binder 0, HTRA1 inh -1, PRMT1 FP inh 0 and MBD2 inh -1.
